Source: PubChem (several laboratories)
TRPC4 PAM = TRPC4 (mouse) allosteric potentiation; HEK293 TRPC4beta/mu-opioid, DAMGO EC20, Fluo-4 Ca2+ flux; active compounds read high; B-score at 10 µM; 0.42% of 310,000 active; AID 2227;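 active = B-score of calcium response area above 5 SD of library B-scores, with initial fluorescence ratio within 5 SD of library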;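 note: B-score of integrated fluorescence ratio over time as area under calcium response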
ANO1 block = inhibitors of mouse TMEM16A calcium-activated chloride channel | HEK293 TMEM16A/YFP iodide influx fluorescence, ionomycin | normalized B-score (activity score, 25-100; higher = stronger inhibition) at 10 µM | 1.2% of 310,000 active | AID 588511;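 active = ratio plate-corrected score three or more library SD toward inhibition, starting fluorescence score within five deviations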;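 note: score derived from kinetic fluorescence span divided by baseline fluorescence per well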
TRPC4 agonist = TRPC4 (mouse) channel activation. Q9QUQ5. HEK293 TRPC4beta/mu-opioid, Fluo4 calcium fluorescence; active compounds read high. 0.49% of 310,000 active. B-score at 10 µM;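 active = B-score above 5 SD of library B-scores, and initial fluorescence ratio not above library mean plus 5 SD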;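 note: positive B-score marks a calcium rise read as TRPC4 activation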
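Incubation: 45 min room-temperature Fluo4 loading, 110 s read / System: HEK293 cells stably co-expressing mouse TRPC4beta and mu-opioid receptor / Signal: Fluo4 fluorescence, kinetic / Control set: buffer (low) and maximal DAMGO (high) / Measure: integrated baseline-normalised fluorescence ratio, converted to per-well B score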
KCNQ1 pot = potentiators or activators of human KCNQ1 potassium channel. P51787. CHO-K1 KCNQ1, thallium flux FluxOR fluorescence; active compounds read high. B-score at 10 µM. 0.35% of 310,000 active. AID 2648;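 active = fluorescence ratio B-score, a plate-corrected score, at least three library SD, with initial intensity B-score within 5 SD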
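Medium – assay buffer, equal DMSO in all wells · Material – CHO-K1 cell line with stable KCNQ1 potassium channel expression · Signal – kinetic FluxOR thallium fluorescence, 10-s 1-Hz baseline, 110-s post-stimulus read · Compound – single concentration per compound, DMSO matched to controls · Schedule – 37 °C overnight plating, 90-min dark dye load, 20-min compound pretreatment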
KCNQ1 block = human KCNQ1 channel inhibition | B-score at 10 µM | CHO-K1 KCNQ1, FluxOR thallium flux fluorescence; active compounds read high | 1.3% of 310,000 active | AID 2642 | P51787;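 active = compounds whose thallium flux B-score, printed positive for inhibition, exceeds three library SD while starting fluorescence stays within three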;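 note: channel opened by potassium depolarization with thallium stimulus after 20 min compound exposure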
hERG rescue = hERG (human) protection from proarrhythmic block; Q12809; CHO-hERG, FluxOR thallium flux, dofetilide IC70 present; activation (rescue from dofetilide block), less the hit threshold, % at 10 µM; 0.51% of 310,000 active; AID 1511;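 active = activation above the mean of controls blocked by dofetilide plus 5 SD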;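 note: thallium influx through hERG after potassium depolarization seen as dye fluorescence rise; in these data hits start at about 4.7%; inactives centre near -7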
KCNK3 inh = human KCNK3 channel inhibition, primary screen. CHO-KCNK3 thallium flux, FluxOR fluorescence; active compounds read low. B-score at 10 µM. 0.84% of 340,000 active;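 active = B-score under library mean minus 4 SD, starting fluorescence ratio at most library mean plus 5 SD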;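 note: more negative B-score means stronger inhibition of thallium flux through KCNK3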
DYRK1A inh = blocks rat Dyrk1A kinase activity; inhibition, % at 12.5 µM; 0.43% of 310,000 active; ADP-Glo luminescence, NFATc1 peptide; Q63470; in the data active = inhibition above about 50%;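 note: plate controls were vehicle with enzyme for no effect and no enzyme for full effect; many of its hits are not listed in these tables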
KCNK9 block = inhibitors of human KCNK9 two-pore domain potassium channel; AID 488922; 1.2% of 310,000 active; Q9NPC2; B-score at 10 µM; HEK293 KCNK9, FluxOR thallium flux fluorescence; active compounds read low;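 active = ratio B-score over 3 SD below the library mean, with starting fluorescence within 5 SD of its mean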;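 note: negative B-score means less thallium flux so channel inhibition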
Target sequence (Q9NPC2 whole entry, looked up, the tested form may be a part): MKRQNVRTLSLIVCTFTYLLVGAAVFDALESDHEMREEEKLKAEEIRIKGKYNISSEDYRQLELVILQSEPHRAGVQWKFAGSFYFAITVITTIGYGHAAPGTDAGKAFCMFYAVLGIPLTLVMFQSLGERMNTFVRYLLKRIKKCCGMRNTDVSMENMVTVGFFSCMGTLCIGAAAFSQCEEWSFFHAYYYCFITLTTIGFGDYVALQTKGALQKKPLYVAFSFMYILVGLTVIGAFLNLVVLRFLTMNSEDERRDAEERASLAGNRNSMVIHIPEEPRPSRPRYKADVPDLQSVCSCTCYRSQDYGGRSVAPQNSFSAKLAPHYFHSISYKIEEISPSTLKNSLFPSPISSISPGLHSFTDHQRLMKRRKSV
ANO1 activ = activators or potentiators of mouse TMEM16A chloride channel | HEK293 TMEM16A/YFP-H148Q/I152L, iodide quench fluorescence; active compounds read low | B-score at 10 µM | 0.3% of 340,000 active | AID 623877;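 active = fluorescence-ratio B-score plate-corrected deviation score at least 3 library SD below zero, with starting fluorescence score within 5 deviations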;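 note: channel opened by trigger with iodide after compound preincubation; score built on the fluorescence ratio of max minus min over baseline; more negative score means more quench and so TMEM16A activation or potentiation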
HDAC3 inh = blocks human histone deacetylase 3; recombinant HDAC3, fluorogenic peptide/trypsin coupled, fluorescence; inhibition, % at 8.3 µM; 0.15% of 320,000 active; O15379; in the data active = inhibition above about 26%, passing the limit was not always enough
Target sequence (O15379 whole entry, looked up): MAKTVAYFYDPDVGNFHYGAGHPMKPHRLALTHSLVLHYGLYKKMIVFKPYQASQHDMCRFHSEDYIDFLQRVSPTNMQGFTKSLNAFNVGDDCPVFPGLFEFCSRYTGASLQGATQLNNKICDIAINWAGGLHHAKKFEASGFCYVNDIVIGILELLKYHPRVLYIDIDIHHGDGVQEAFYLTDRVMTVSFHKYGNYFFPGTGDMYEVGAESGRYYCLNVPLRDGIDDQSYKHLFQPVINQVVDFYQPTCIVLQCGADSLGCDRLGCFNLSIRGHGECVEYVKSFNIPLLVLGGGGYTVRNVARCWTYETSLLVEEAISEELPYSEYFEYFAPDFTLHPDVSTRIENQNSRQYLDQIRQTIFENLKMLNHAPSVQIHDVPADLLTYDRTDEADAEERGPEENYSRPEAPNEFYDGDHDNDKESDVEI
Starred values were filed as active, the others as inactive. Only part of the results is shown (hit frequency here may not be typical).

Start of the data: the first 2 entries as a preview:
`CC(=O)C1=C(C)N(Cc2ccccc2)C(=O)N[C@H]1c1cccc(C(F)(F)F)c1` gave TRPC4 PAM inactive, ANO1 block inactive, TRPC4 agonist inactive, KCNQ1 pot inactive, KCNQ1 block inactive, hERG rescue -6, KCNK3 inh inactive, DYRK1A inh 17, KCNK9 block inactive, ANO1 activ inactive and HDAC3 inh -2.
Cn1c(=O)[nH]c(=O)c2c1ncn2CCN1CCCCC1 was read as TRPC4 PAM inactive, ANO1 block inactive, TRPC4 agonist inactive, KCNQ1 pot inactive, KCNQ1 block inactive, hERG rescue -2, KCNK3 inh inactive, DYRK1A inh 11, KCNK9 block inactive, ANO1 activ inactive and HDAC3 inh -8.

The list itself (from the top)
`CC(=O)C1=C(C)N(Cc2ccccc2)C(=O)N[C@H]1c1cccc(C(F)(F)F)c1` gave TRPC4 PAM inactive, ANO1 block inactive, TRPC4 agonist inactive, KCNQ1 pot inactive, KCNQ1 block inactive, hERG rescue -6, KCNK3 inh inactive, DYRK1A inh 17, KCNK9 block inactive, ANO1 activ inactive and HDAC3 inh -2.
Cn1c(=O)[nH]c(=O)c2c1ncn2CCN1CCCCC1 was read as TRPC4 PAM inactive, ANO1 block inactive, TRPC4 agonist inactive, KCNQ1 pot inactive, KCNQ1 block inactive, hERG rescue -2, KCNK3 inh inactive, DYRK1A inh 11, KCNK9 block inactive, ANO1 activ inactive and HDAC3 inh -8.
CCOc1ccc(N2C(=O)CC(NC3CCN(C(=O)c4cccc(Cl)c4)CC3)C2=O)cc1 (centres undefined) was read as TRPC4 PAM inactive, ANO1 block inactive, TRPC4 agonist inactive, KCNQ1 pot inactive, KCNQ1 block inactive, hERG rescue -2, KCNK3 inh inactive, DYRK1A inh -8, KCNK9 block inactive, ANO1 activ inactive and HDAC3 inh 2.
`CC(OC(=O)c1cc2c(s1)CCCCC2)C(=O)NC(N)=O` (centres undefined) gave TRPC4 PAM inactive, ANO1 block inactive, TRPC4 agonist inactive, KCNQ1 pot inactive, KCNQ1 block inactive, hERG rescue 1, KCNK3 inh inactive, DYRK1A inh -1, KCNK9 block inactive, ANO1 activ inactive and HDAC3 inh -11.
For CCOC(=O)c1cccc(NC(=O)CCc2nc(-c3ccccc3F)no2)c1 the results were TRPC4 PAM inactive, ANO1 block inactive, TRPC4 agonist inactive, KCNQ1 pot inactive, KCNQ1 block inactive, hERG rescue -6, KCNK3 inh inactive, DYRK1A inh 1, KCNK9 block inactive, ANO1 activ inactive and HDAC3 inh 12.
Screening CCc1cc2c(=O)c(-c3nc4ccccc4n3C)coc2c(CN2CCCC(C)C2)c1O (centres undefined) returned TRPC4 PAM inactive, ANO1 block inactive, TRPC4 agonist inactive, KCNQ1 pot inactive, KCNQ1 block inactive, hERG rescue -12, KCNK3 inh inactive, DYRK1A inh -1, KCNK9 block inactive, ANO1 activ inactive and HDAC3 inh 2.
Screening CCCc1nc(C)c(-c2ccc(OC)c(OC)c2)c(=O)[nH]1 returned TRPC4 PAM inactive, ANO1 block inactive, TRPC4 agonist inactive, KCNQ1 pot inactive, KCNQ1 block inactive, hERG rescue -5, KCNK3 inh inactive, DYRK1A inh 3, KCNK9 block inactive, ANO1 activ inactive and HDAC3 inh -3.
COc1ccc(C(=O)NCC(=O)N2CCN(c3ccccc3)CC2)cc1 was read as TRPC4 PAM inactive, ANO1 block inactive, TRPC4 agonist inactive, KCNQ1 pot inactive, KCNQ1 block inactive, hERG rescue -9, KCNK3 inh inactive, DYRK1A inh -7, KCNK9 block inactive, ANO1 activ inactive and HDAC3 inh 5.
`COc1cc(CNC(C)C)ccc1OCC(=O)Nc1cccc2ccccc12` gave TRPC4 PAM inactive, ANO1 block inactive, TRPC4 agonist inactive, KCNQ1 pot inactive, KCNQ1 block inactive, hERG rescue -16, KCNK3 inh inactive, DYRK1A inh -4, KCNK9 block inactive, ANO1 activ inactive and HDAC3 inh -4.
Screening Cc1ccc(NC(=O)CSc2nc(C)c(Cc3ccccc3)c(=O)[nH]2)cc1 returned TRPC4 PAM inactive, ANO1 block inactive, TRPC4 agonist inactive, KCNQ1 pot inactive, KCNQ1 block inactive, hERG rescue -6, KCNK3 inh inactive, DYRK1A inh 5, KCNK9 block inactive, ANO1 activ inactive and HDAC3 inh 3.
`COc1ccccc1C(=O)N1CCN(Cc2c[nH]c3ccccc23)CC1` gave TRPC4 PAM inactive, ANO1 block inactive, TRPC4 agonist inactive, KCNQ1 pot inactive, KCNQ1 block inactive, hERG rescue -3, KCNK3 inh inactive, DYRK1A inh -3, KCNK9 block inactive, ANO1 activ inactive and HDAC3 inh 3.
COC(=O)c1ccc(CN2C(=O)c3ccccc3S2(=O)=O)cc1 was read as TRPC4 PAM inactive, ANO1 block inactive, TRPC4 agonist inactive, KCNQ1 pot inactive, KCNQ1 block inactive, hERG rescue -10, KCNK3 inh inactive, DYRK1A inh 0, KCNK9 block inactive, ANO1 activ inactive and HDAC3 inh 4.
O=C(Nc1cccnc1)C1CC(c2ccc(Cl)c(Cl)c2)=NO1 (centres undefined) was read as TRPC4 PAM inactive, ANO1 block inactive, TRPC4 agonist inactive, KCNQ1 pot inactive, KCNQ1 block inactive, hERG rescue 3, KCNK3 inh inactive, DYRK1A inh 0, KCNK9 block inactive, ANO1 activ inactive and HDAC3 inh -2.
O=C(Nc1ccccc1)N(CCCN1CCOCC1)Cc1ccccc1F was read as TRPC4 PAM inactive, ANO1 block inactive, TRPC4 agonist inactive, KCNQ1 pot inactive, KCNQ1 block inactive, hERG rescue -6, KCNK3 inh inactive, DYRK1A inh 0, KCNK9 block inactive, ANO1 activ inactive and HDAC3 inh -3.
`COc1cccc(CCNC(=O)c2cccc(NC(=O)C3=C(C)OCCS3)c2)c1` gave TRPC4 PAM inactive, ANO1 block inactive, TRPC4 agonist inactive, KCNQ1 pot inactive, KCNQ1 block inactive, hERG rescue -9, KCNK3 inh inactive, DYRK1A inh -7, KCNK9 block inactive, ANO1 activ inactive and HDAC3 inh 1.
`COc1ccc(/C=C/C(=O)Oc2ccc(/C=N/NC(=O)COc3c(C)cccc3C)cc2)cc1` gave TRPC4 PAM inactive, ANO1 block inactive, TRPC4 agonist inactive, KCNQ1 pot inactive, KCNQ1 block inactive, hERG rescue -7, KCNK3 inh inactive, DYRK1A inh -13, KCNK9 block inactive, ANO1 activ inactive and HDAC3 inh -2.
For Cc1cc(C)c2[nH]c(=O)c(C(c3nnnn3Cc3ccc4c(c3)OCO4)N3CCCCC3)cc2c1 (centres undefined) the results were TRPC4 PAM inactive, ANO1 block inactive, TRPC4 agonist inactive, KCNQ1 pot inactive, KCNQ1 block inactive, hERG rescue 0, KCNK3 inh inactive, DYRK1A inh -7, KCNK9 block inactive, ANO1 activ inactive and HDAC3 inh 1.
`Nc1c(C(=O)Nc2nc3ccccc3s2)sc2nc(-c3cccs3)ccc12` gave TRPC4 PAM inactive, ANO1 block inactive, TRPC4 agonist inactive, KCNQ1 pot inactive, KCNQ1 block inactive, hERG rescue -17, KCNK3 inh inactive, DYRK1A inh 12, KCNK9 block inactive, ANO1 activ inactive and HDAC3 inh -21.
COc1cccc(C(=O)NCCS(=O)(=O)N2CCC3(CC2)OCCO3)c1 was read as TRPC4 PAM inactive, ANO1 block inactive, TRPC4 agonist inactive, KCNQ1 pot inactive, KCNQ1 block inactive, hERG rescue -9, KCNK3 inh inactive, DYRK1A inh -5, KCNK9 block inactive, ANO1 activ inactive and HDAC3 inh 1.
`O=[N+]([O-])c1ccc(Nc2ccccc2)nc1` gave TRPC4 PAM inactive, ANO1 block inactive, TRPC4 agonist inactive, KCNQ1 pot inactive, KCNQ1 block inactive, hERG rescue -1, KCNK3 inh inactive, DYRK1A inh -3, KCNK9 block inactive, ANO1 activ inactive and HDAC3 inh -1.
`Cc1ccccc1/C=C1\SC(=S)N(/N=C/c2cc([N+](=O)[O-])ccc2O)C1=O` gave TRPC4 PAM inactive, ANO1 block inactive, TRPC4 agonist inactive, KCNQ1 pot inactive, KCNQ1 block inactive, hERG rescue -20, KCNK3 inh inactive, DYRK1A inh -4, KCNK9 block inactive, ANO1 activ inactive and HDAC3 inh 2.
CCOC(=O)C1=C(C)NC(=O)NC1c1cccs1 (centres undefined) was read as TRPC4 PAM inactive, ANO1 block inactive, TRPC4 agonist inactive, KCNQ1 pot inactive, KCNQ1 block inactive, hERG rescue -9, KCNK3 inh inactive, DYRK1A inh -1, KCNK9 block inactive, ANO1 activ inactive and HDAC3 inh 1.
`COc1ccc(OC)c2sc(N3CCN(c4ccccc4)CC3)nc12` gave TRPC4 PAM inactive, ANO1 block inactive, TRPC4 agonist inactive, KCNQ1 pot inactive, KCNQ1 block inactive, hERG rescue -10, KCNK3 inh inactive, DYRK1A inh 2, KCNK9 block inactive, ANO1 activ inactive and HDAC3 inh -2.
COC(=O)CSC1=C(C#N)C(c2cccc(OC)c2)CC(=O)N1 (centres undefined) was read as TRPC4 PAM inactive, ANO1 block inactive, TRPC4 agonist inactive, KCNQ1 pot inactive, KCNQ1 block inactive, hERG rescue -17, KCNK3 inh inactive, DYRK1A inh -1, KCNK9 block inactive, ANO1 activ inactive and HDAC3 inh 0.
Screening COc1ccc(C(C(=O)NCC2CCCO2)N(C(=O)CNC(=O)c2cccs2)c2ccccc2C)cc1OC (centres undefined) returned TRPC4 PAM inactive, ANO1 block inactive, TRPC4 agonist inactive, KCNQ1 pot inactive, KCNQ1 block inactive, hERG rescue -6, KCNK3 inh inactive, DYRK1A inh -2, KCNK9 block inactive, ANO1 activ inactive and HDAC3 inh -8.
For Cc1cc2ncc(S(=O)(=O)c3ccccc3)c(N)n2n1 the results were TRPC4 PAM inactive, ANO1 block inactive, TRPC4 agonist inactive, KCNQ1 pot inactive, KCNQ1 block inactive, hERG rescue -11, KCNK3 inh inactive, DYRK1A inh 1, KCNK9 block inactive, ANO1 activ inactive and HDAC3 inh -7.
`O=C(Nc1ccccn1)c1cccc(S(=O)(=O)N2CCCCC2)c1` gave TRPC4 PAM inactive, ANO1 block inactive, TRPC4 agonist inactive, KCNQ1 pot inactive, KCNQ1 block inactive, hERG rescue -7, KCNK3 inh inactive, DYRK1A inh 5, KCNK9 block inactive, ANO1 activ inactive and HDAC3 inh -5.
For CC1CN(C(=S)c2cccc([N+](=O)[O-])c2)CC(C)O1 (centres undefined) the results were TRPC4 PAM inactive, ANO1 block inactive, TRPC4 agonist inactive, KCNQ1 pot inactive, KCNQ1 block inactive, hERG rescue -11, KCNK3 inh inactive, DYRK1A inh 0, KCNK9 block inactive, ANO1 activ inactive and HDAC3 inh 2.
